High-throughput results as filed in PubChem BioAssay.
NPYLR7 agonist: activates Aedes aegypti NPYLR7 receptor; HEK293T NPYLR7/Galpha15, GCaMP6s calcium fluorescence; activation, % at 10 µM; 0.15% of 270,000 active; in the data active = activation above about 40%;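 also: 0% = vehicle and 100% = reference agonist at the receptor; some compounds past the cut are filed as inactive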
mcGAS inh: inhibitors of mouse cGAS. recombinant cGAS, Kinase-Glo ATP depletion luminescence. 0.15% of 160,000 active. Q8C6L5. AID 1259399. inhibition, % at 12.5 µM;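 also: 0% = negative control wells and 100% = reference inhibitor with no enzyme activity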
hcGAS lum: blocks human cGAS activity | Q8N884 | recombinant h-cGAS, ATP depletion, Kinase-Glo luminescence | inhibition, % at 12.5 µM | 0.081% of 290,000 active;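 also: 0% = vehicle reaction and 100% = reaction without DNA for no activity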
Target sequence (Q8N884 whole entry, looked up): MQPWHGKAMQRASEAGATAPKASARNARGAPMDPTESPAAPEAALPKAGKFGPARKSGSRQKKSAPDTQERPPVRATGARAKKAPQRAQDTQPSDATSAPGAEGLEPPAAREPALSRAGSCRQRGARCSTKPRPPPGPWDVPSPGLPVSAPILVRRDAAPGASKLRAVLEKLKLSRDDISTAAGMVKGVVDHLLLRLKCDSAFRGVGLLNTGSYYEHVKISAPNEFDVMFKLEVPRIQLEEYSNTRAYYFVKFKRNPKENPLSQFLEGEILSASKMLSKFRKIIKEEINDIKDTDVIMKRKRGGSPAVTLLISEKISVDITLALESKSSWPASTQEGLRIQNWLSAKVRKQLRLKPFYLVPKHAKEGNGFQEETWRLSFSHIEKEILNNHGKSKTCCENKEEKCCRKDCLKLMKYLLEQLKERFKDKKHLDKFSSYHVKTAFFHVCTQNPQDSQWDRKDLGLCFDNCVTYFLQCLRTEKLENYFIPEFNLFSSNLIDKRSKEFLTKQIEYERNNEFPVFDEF
Numbers without * were called inactive; · = not tested or not shown; & = joins results of further samples. Rule as the data show it, unless noted: active = inhibition above about 40%; inactive = the rest.

entry	SMILES	NPYLR7 agonist	mcGAS inh	hcGAS lum
1	CCOC(O)[C@H]1N[C@@H](c2ccc(C(F)(F)F)cc2)[C@@H]([N+](=O)[O-])[C@@H]1c1ccccc1 (stereo not given in full)	-5	·	-6
2	COC(=O)c1ccc(C(=O)NNc2nc3c(C)c(C)ccc3s2)cc1	3	-6	-1
3	CCOc1ccccc1NC(=O)N(CC(=O)N(CCc1ccc(OC)c(OC)c1)Cc1ccc(C)s1)C1CC1	-5	-3	-2
4	O=C(c1cccc(-c2ncc[nH]2)c1)N1CC[C@H](CO)[C@@H](O)C1	0	-11	0
5	CC(NCC(=O)Nc1cnccn1)c1ccc(-n2cncn2)cc1 (stereo not given)	-4	-16	-4
6	COc1cccc(Cl)c1-c1cc(C)cnc1N	-4	·	-1
7	O=C1CN(C(=O)c2cccc(C(F)(F)F)c2)CC(O)CN1Cc1ccccc1 (stereo not given)	20	-6	-5
8	CC(=O)CC1(O)C(=O)N(CCCOc2ccccc2)c2ccc(Cl)cc21 (stereo not given)	9	-9	-11
9	Cc1cccc(C)c1OCC(=O)Nc1nonc1-c1ccccc1	-1	-2	-2
10	CC(C)c1nc(CNCCc2ccc(S(N)(=O)=O)cc2)cs1	10	·	-6
11	CCc1nc2c(OCc3cccc(Cl)c3)cccn2c1N(C)C(=O)COc1ccccc1	-20	4	8
12	Cc1cccnc1C(NC(=O)C1CCN(CCCc2ccccc2)CC1)c1ccc(Cl)cc1 (stereo not given)	9	-5	-4
13	O=C(O)c1coc(CN(CCN2CCOCC2)Cc2ccccc2C(F)(F)F)n1	10	-5	-5
14	CCCc1[nH]n(C)c(=O)c1C1=C(N2CCN(C)CC2)C(=O)N(c2cccc(Cl)c2)C1=O	·	-6	-7
15	Cn1c(=O)c2c(=O)cc(N)[nH]c2n(C)c1=O	-5	·	6
16	Cc1cc(N2CCCN(Cc3nc4ccccc4[nH]3)CC2)ccn1	5	·	-6
17	CCn1cc(C(=O)NCc2cccnc2Oc2c(C)cccc2C)cn1	2	-11	-5
18	CCCc1cc(N2CCOCC2)n2nc3nc(C)cc(C)c3c2n1	4	-7	-3
19	COc1ccc(Cc2nnc(Nc3ccccc3)s2)cc1Br	1	·	-6
20	O=[N+]([O-])c1cc(S(=O)(=O)Nc2ccccc2)ccc1Nc1ccccc1	-1	-4	-5
21	CC(C)c1ccc(OCC2c3ccsc3CCN2C(=O)CN(CC2CCCO2)C(=O)Nc2cccc(Cl)c2)cc1 (stereo not given)	-4	-5	-3
22	Cc1nc(Nc2ccc(F)cc2)nc(Nc2ccc(F)cc2)c1[N+](=O)[O-]	-5	-7	4
23	CCn1nc(C(=O)Nc2cccc3c2C(=O)N(C)C3=O)cc1C	-7	·	6
24	Cc1csc(C(C#N)C=Nc2ccccc2N2CCCCC2)n1 (stereo not given)	3	·	-4
25	O=C(Nc1cccs1)N1CCn2cccc2C1c1ccc(F)c(F)c1 (stereo not given)	13	·	-3
26	CCc1cc(N2CCCCC2C)nc(SCc2ccc(C(=O)NCCN3CCOCC3)o2)n1 (stereo not given)	3	-2	-1
27	O=C(NC(Cc1ccccc1)c1ccccc1)c1cc(-c2ccccc2F)nn1-c1cccc([N+](=O)[O-])c1 (stereo not given)	-4	0	-1
28	CC(C)N1Cc2cc(S(C)(=O)=O)ccc2N(CCN2CC=C(c3c[nH]c4cc(F)ccc34)CC2)S1(=O)=O	-12	·	-2
29	CC(C)n1cc(C(=O)N2CCN(C(=O)c3ccccc3)CC2)c2nn(-c3ccccc3)c(=O)c-2c1	-6	-3	1
30	NCc1ccc(S(=O)(=O)O)cc1	4	-7	-12
31	O=C(OC1CCCC1)c1ccc(NC(=O)C2COCCO2)cc1 (stereo not given)	3	-11	-5
32	O=C(c1ccc(Cl)c(F)c1)N1CCOC(COc2ccc(F)cc2)C1 (stereo not given)	4	-7	-6
33	CCN(CC)CCN(C(=O)CN1C(=O)c2ccccc2C1=O)c1nc2cc3c(cc2s1)OCO3	-4	-9	-6
34	O=C(Nc1nc(-c2cc3ccccc3oc2=O)cs1)c1cnn2c(C(F)(F)F)cc(-c3ccccc3)nc12	-6	·	-4
35	Cc1cccc(NC(=O)N2CC(=O)N3CCc4cc(F)ccc4C3C2)c1 (stereo not given)	-2	-7	-8
36	Cc1cccc(Cn2cccc2CN(Cc2cccc(F)c2F)CC(C)C)c1	26	-4	-5
37	Cc1csc(SCC(=O)c2c(N)n(C)c(=O)n(C)c2=O)n1	-7	·	-9
38	CC(CCC(C)(C)C)NC(=O)NCC1(N(C)C)CCOCC1 (stereo not given)	4	·	-8
39	CC(C)C(=O)Nc1ccc(SCc2ccncc2)nn1	-1	·	-4
40	Cc1nc(C(C)C)sc1C(=O)NC1CCC(n2cnnc2)CC1 (stereo not given)	3	·	-5
41	Cc1ccc(C(CN2CCOCC2)NS(=O)(=O)c2cccc(F)c2)cc1 (stereo not given)	6	·	-5
42	Cn1c(C(F)(F)F)nn(CN2CCC(Cc3ccccc3)CC2)c1=S	10	·	-4
43	COc1ccc(CCC(=O)NC(c2nccn2C)C(C)C)cc1OC (stereo not given)	-4	·	-3
44	CC(C)(Oc1ccc(Cl)cc1)C(=O)N1CCN(c2ccc([N+](=O)[O-])cc2)CC1	2	·	1
45	Cc1ccc(-c2nc(N3CCc4ccccc4C3)c3ccccc3n2)cc1	1	-3	-1
46	Cn1cc(CCC(=O)N2CCC(c3n[nH]c(=O)n3-c3ccccc3)CC2)cn1	5	·	-9
47	Cc1ccc(S(=O)(=O)N=[N+]([O-])C2([N+](=O)[O-])COC(C)OC2)cc1 (stereo not given)	1	·	-8
48	CCOc1nc(-c2ccc(C)cc2)n(-c2ccc(NC(=O)c3cccs3)cc2)n1	22	-4	-5
49	O=C(NC1CCCN(C2CCCCCC2)C1)C1=CCCC1 (stereo not given)	4	·	-10
50	CCOc1ccccc1C(=O)Nc1ccc(N2CCN(C(=O)NCc3cccc(F)c3)CC2)nc1	-1	0	5
51	Nc1nc(N)nc(COC(=O)Cc2cccs2)n1	0	·	-1
52	NC(=O)c1c(SCC(=O)c2ccccc2)sc2c(O)cc(=O)[nH]c12	5	9	4
53	CCSc1[nH]c(=O)cc(C)c1C#N	-2&0	·	-4&4
54	CS(=O)(=O)NC(c1cccc(F)c1)C1CCCC1 (stereo not given)	-24&8	·	-3&-11
55	CC(C)c1ncc(C(=O)N2CCC(OCCN(C)C)CC2)cn1	·	-4	-6
56	COc1ccc(-c2nnc(-c3cccnc3)o2)cc1OC	7	·	-3

Continuation.
entry	SMILES	NPYLR7 agonist	mcGAS inh	hcGAS lum
57	Cc1ccc(C)c(-n2nc(C)c(C(=O)N3CCC4(CCOC4=O)C3)c2C)c1 (stereo not given)	-1	·	5
58	CCOCCN1CCC(=O)N(Cc2ccccc2)C(CC)C1 (stereo not given)	1	3	-4
59	Cc1cc(C)c2c(c1C(=O)N1Cc3cccc4cccc(c34)C1)CC(C)(C)C2=O	5	-1	-3
60	COc1nc(C)ccc1CNC(=O)C(=O)Nc1cccc(F)c1F	0	·	-10
61	COc1ccc(NC(=O)CN2C(=O)c3ccccc3C2=O)cc1Cl	-9	1	4
62	COc1ccc(C(=O)Nc2ccc(Br)cc2F)cc1[N+](=O)[O-]	-4	-1	3
63	O=S(=O)(Nc1ccc(F)c(F)c1)c1ccc(Cl)c(Cl)c1	1	1	4
64	Cc1ccc(CN(Cc2ccccc2)C(=O)CN(CCN2CCOCC2)C(=O)C2C[C@H]2c2ccccc2)o1 (stereo not given in full)	2	-6	-6
65	CC(c1nc(-c2cccs2)no1)N1CCC(c2ccccc2)CC1 (stereo not given)	-18	·	-5
66	O=C(CC1CC2CCC1C2)Nc1ncn[nH]1 (stereo not given)	0	-17	-9
67	COCCN(CC(=O)N1CC(=O)N(c2cccc(C)c2)C1)C(=O)C(C)(C)CCl	26	-5	-4
68	NC(CO)c1csc(Nc2ccc(C(F)(F)F)cn2)n1 (stereo not given)	3	·	-8
69	COc1ccc(S(=O)(=O)N2CCCC(C)C2)cc1N1CCN(C(=O)c2cc(F)ccc2Cl)CC1 (stereo not given)	23	-6	-2
70	Cc1cc(NC(=O)c2ccc(S(=O)(=O)N(C)C)cc2)n(C(C)C)n1	·	-6	-4
71	CCS(=O)(=O)Nc1ccccc1Oc1ccc(C)cc1	-1	-7	-17
72	COc1ccccc1CN(C)C(=O)COC(=O)c1ccc(O)cc1O	-1	·	-1

Arranged by SMILES length (low to high): part of the list above
entry	SMILES	NPYLR7 agonist	mcGAS inh	hcGAS lum
66	O=C(CC1CC2CCC1C2)Nc1ncn[nH]1 (stereo not given)	0	-17	-9
71	CCS(=O)(=O)Nc1ccccc1Oc1ccc(C)cc1	-1	-7	-17
56	COc1ccc(-c2nnc(-c3cccnc3)o2)cc1OC	7	·	-3
68	NC(CO)c1csc(Nc2ccc(C(F)(F)F)cn2)n1 (stereo not given)	3	·	-8
60	COc1nc(C)ccc1CNC(=O)C(=O)Nc1cccc(F)c1F	0	·	-10
65	CC(c1nc(-c2cccs2)no1)N1CCC(c2ccccc2)CC1 (stereo not given)	-18	·	-5
61	COc1ccc(NC(=O)CN2C(=O)c3ccccc3C2=O)cc1Cl	-9	1	4
62	COc1ccc(C(=O)Nc2ccc(Br)cc2F)cc1[N+](=O)[O-]	-4	-1	3
70	Cc1cc(NC(=O)c2ccc(S(=O)(=O)N(C)C)cc2)n(C(C)C)n1	·	-6	-4
57	Cc1ccc(C)c(-n2nc(C)c(C(=O)N3CCC4(CCOC4=O)C3)c2C)c1 (stereo not given)	-1	·	5
67	COCCN(CC(=O)N1CC(=O)N(c2cccc(C)c2)C1)C(=O)C(C)(C)CCl	26	-5	-4
59	Cc1cc(C)c2c(c1C(=O)N1Cc3cccc4cccc(c34)C1)CC(C)(C)C2=O	5	-1	-3
69	COc1ccc(S(=O)(=O)N2CCCC(C)C2)cc1N1CCN(C(=O)c2cc(F)ccc2Cl)CC1 (stereo not given)	23	-6	-2
64	Cc1ccc(CN(Cc2ccccc2)C(=O)CN(CCN2CCOCC2)C(=O)C2C[C@H]2c2ccccc2)o1 (stereo not given in full)	2	-6	-6

New compounds follow:
entry	SMILES	NPYLR7 agonist	mcGAS inh	hcGAS lum
73	CC(=O)N1CCN(c2c(C)cnc3c2c(=O)n(CC(=O)N(C)c2ccccc2)c(=O)n3C)CC1	-1	-10	-14
74	O=C(NCCCC(=O)N1CCOC(COc2ccc3c(c2)CCCC3)C1)OCc1ccccc1 (stereo not given)	23	·	-7
75	O=C(NCc1ccccc1OC(F)(F)F)C1CCC(=O)N(CCc2ccccn2)C1 (stereo not given)	5	·	4
76	CCOC(=O)C1CCN(CC(=O)N2N=C(c3cccc(F)c3)CC2c2ccc(C)cc2)CC1 (stereo not given)	3	-4	-4
77	COc1ccc(-n2cc(CNCc3cc(C)no3)c(-c3ccccc3Cl)n2)cc1	11	-17	-2
78	O=C(NC1CCN(c2ccccc2C(=O)NCc2ccccc2F)CC1)c1cc(F)cc(F)c1	20	-6	-4
79	N#CCCN(CCC#N)C(=O)CN1CCCC(N2CCCCCC2)C1 (stereo not given)	8	·	-8
80	FC(F)(F)c1cccc(N2CCN(C3CCCN(C4CCSCC4)C3)CC2)c1 (stereo not given)	12	·	-9
81	COc1c(O)cccc1/C=C/c1nc2cc(Cl)ccc2s1	-3	-13	0
82	Cc1ccc(Cl)cc1NC(=O)NCC(O)COc1ccccc1 (stereo not given)	8	-16	-7
83	CCc1nc2c(OCc3ccc(C(F)(F)F)cc3)cccn2c1N(C)C(=O)c1ccco1	7	-2	-6
84	Cc1nc2ccc(NC(C)C(=O)Nc3ccc4c(c3)OCO4)cc2s1 (stereo not given)	1	·	-6
85	C#CCNC(=O)N(C)C1CCCC1SC (stereo not given)	11	·	-6
86	CCc1cc(CN(C)C(=O)c2cccnc2N2CCOCC2)on1	-7	·	-2
87	Cc1ccc(-n2nnc3c(=O)n(Cc4cccc(C)c4)cnc32)cc1	9	·	1
88	O=C(O)C1CC=CCC1C(=O)Nc1ccc(OCc2ccccn2)c(Cl)c1 (stereo not given)	4	·	-9
89	CC1(C(=O)NC2CCCC2)CCN1C(=O)Cc1ccc(-c2ccccc2)cc1 (stereo not given)	-4	-6	-6
90	CCN(CC)CCCN1CCc2c(C)c(C#N)c3nc4ccccc4n3c21	11	·	-8
91	CNC(=O)CSc1nc(-c2ccccc2)c(NC(=O)C2CCCC2)s1	5	-1	0
92	O=C(O)c1ccc(CSc2nc(N3CCOCC3)cc(C(F)(F)F)n2)cc1	11	-4	-5
93	CCC(=O)Nc1cccc(C(=O)N(Cc2ccccn2)CC(C)C)c1	4	·	0
94	CCc1ccc(C2=C(C(C)=O)Sc3nnc(C)n3N2C(C)=O)cc1	4	·	-8
95	CCC(=O)N(CCN1CCOCC1)CC(=O)N(Cc1ccc(F)cc1)Cc1ccc(C)s1	·	-9	-11
96	CCN(CC)Cc1cnc2c(C(=O)NC3Cc4ccccc4C3)cnn2c1	-1	·	4
97	Cc1nc(C)c(Cc2ccccc2F)c(N2CCN(C(=O)c3cccc4ccccc34)CC2)n1	·	-7	-11
98	NC(=O)c1cccc(Cn2c(-c3ccccc3Cl)csc2=O)c1	-6	·	-3
99	COCC(=O)Nc1cc(C(=O)N2CCN(Cc3ccccc3)CC2)c2c(c1)nc(-c1ccncc1)n2C	31	-11	-9
